Screening data (PubChem BioAssay)
G9a block – qHTS Assay for Inhibitors of Histone Lysine Methyltransferase G9a; Potency, µM (doses to about 102 µM), for the others: at the highest dose activity, negative = inhibition, most hits filed as inhibitors; AID 504332, 2011; G9a H3K9 monomethylation, AlphaScreen, 2 h; 350,000 compounds, 8.8% hits; also: potency is read from the fitted curve at half-maximal effect; % is scaled to controls: 0 for no effect and ±100 for the full control effect; nearly all actives have a fitted effect of over 75% in size
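Compounds were preincubated with 20 nM G9a for 15 min, after which biotinylated H3K9 peptide (500 nM) and SAM (20 uM) started a 2 h room-temperature reaction. Monomethylated product was quantified by antibody-based AlphaScreen chemiluminescence.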
PI4K2A inh – qHTS for small molecular inhibitors of PI4K2A; 420,000 compounds, 0.13% hits; Phosphatidylinositol 4-kinase type 2-alpha (Homo sapiens), Q9BTU6; activity change, negative = inhibition, % at 76.9 µM; purified PI4K2A, ADP-Glo luminescence, 1 h; active compounds read low; in the data active = activity change below about -50%; inconclusive = mostly about -30% to -49%;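 also: -100% = wells without enzyme as full effect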
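ADP-Glo luminescence measured ADP generated by PI4K2A enzyme (4 ug/mL before mixing) with 1.2 mM PI substrate (pre-mix) and 300 microM ATP (pre-mix). Tris pH7.5 buffer with MgCl2, Triton X-100; 1 h reaction at ambient temperature.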
HP1b binding inh – HTS for Inhibitors of HP1-beta Chromodomain Interactions with Methylated Histone Tails; AlphaScreen HP1-beta / biotin-H3K9me3 peptide binding; Potency, µM (top dose mostly 114 µM), without a hit: at the highest dose activity change, negative = inhibition, actives largely listed as inhibitors; 390,000 compounds, 0.56% hits; Chromobox protein homolog 1 (Homo sapiens), P83916; also: potency is read from the fitted curve at half-maximal effect; nearly all actives have a fitted effect of over 70% in size; inactives centre near 23
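Compound inhibition of the preformed complex between 50 nM HP1-beta and 50 nM biotinylated H3K9me3 peptide was read by AlphaScreen. Buffer was PBS pH 7.4 with 0.01% Tween-20. Incubations ran 30 min at room temperature, with 10 ug/mL donor/acceptor beads.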
ERG-DNA inh – qHTS for Small Molecule Inhibitors of the ERG Ets/DNA interaction; Transcriptional regulator ERG (Homo sapiens), P11308; fluorescence polarization, His-ERG Ets domain / labelled DNA; Potency, µM (top dose mostly 76.9 µM), without a hit: at the highest dose FP activity, negative = inhibition, usual class: inhibitors; 370,000 compounds, 0.028% hits; AID 624246, 2012; active = well fitted inhibition curve with a large enough effect in the polarisation, with a control signal flat; inconclusive = small, poorly fitted or top-dose-only effect, or effect the other way, or a change in a side signal; inactive = no such curve, though single readings can be large or run the other way; the % refers to the polarisation;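 also: polarization taken with two DNA probes labelled with fluorescein and Texas red; potency is read from the fitted curve at half-maximal effect; % of control where 0% means no effect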
Target sequence (P11308 whole entry, looked up, the tested form may be a part): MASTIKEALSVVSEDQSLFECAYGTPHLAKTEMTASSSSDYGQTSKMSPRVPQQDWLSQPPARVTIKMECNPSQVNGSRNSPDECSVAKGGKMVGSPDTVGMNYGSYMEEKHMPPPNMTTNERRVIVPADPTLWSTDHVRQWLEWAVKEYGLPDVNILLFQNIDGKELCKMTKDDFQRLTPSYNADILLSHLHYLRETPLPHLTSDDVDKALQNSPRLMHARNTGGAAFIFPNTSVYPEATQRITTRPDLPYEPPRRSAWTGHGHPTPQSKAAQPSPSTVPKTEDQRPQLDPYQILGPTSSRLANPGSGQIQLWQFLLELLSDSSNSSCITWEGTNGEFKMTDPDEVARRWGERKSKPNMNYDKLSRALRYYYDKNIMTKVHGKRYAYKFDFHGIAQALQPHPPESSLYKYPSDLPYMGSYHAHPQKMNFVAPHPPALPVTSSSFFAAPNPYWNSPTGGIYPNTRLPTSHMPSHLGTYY
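His-tagged ERG Ets domain (1 uM in the protein solution; 300mM KCl, 50mM Tris-HCl, 1mM EDTA, 1mM DTT, pH 7.5) received compound, then a probe mix of 5 nM fluorescein-DNA and 100nM Texas-615-DNA. Fluorescence polarization was read for both dyes.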
GLS inh – qHTS for Inhibitors of Glutaminase (GLS) | Potency, µM (top dose mostly 45.5 µM), inactives show top-dose activity change, negative = inhibition, most hits filed as inhibitors | Glutaminase kidney isoform, mitochondrial (Homo sapiens), O94925 | GLS enzymatic activity, qHTS titration | 410,000 compounds, 0.21% hits; also: potency is read from the fitted curve at half-maximal effect; % is scaled to controls: 0 for no effect and ±100 for the full control effect
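Glutamate formation by hKGA was monitored fluorometrically using coupled glutamate oxidase, HRP and Amplex Red. Substrate was added as 1 mM L-glutamine solution; incubation was 30 min at RT after an initial read.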
JMJD2A Tudor inh – qHTS Assay for Inhibitors of JMJD2A-Tudor Domain. Lysine-specific demethylase 4A (Homo sapiens), O75164. AlphaScreen JMJD2A-Tudor / H3K4me3 peptide binding. Potency, µM (doses to about 114 µM), for the others: top-dose activity change, negative = inhibition, most hits filed as inhibitors. 390,000 compounds, 4.4% hits. AID 504339, 2011; also: potency is read from the fitted curve at half-maximal effect; % is scaled to controls: 0 for no effect and ±100 for the full control effect; nearly all actives have a fitted effect of over 50% in size
12-LOX inh – Primary qHTS assay for inhibitors of human arachidonate 12S-lipoxygenase (ALOX12): Round 2. Polyunsaturated fatty acid lipoxygenase ALOX12 (Homo sapiens), P18054. purified 12hLO, xylenol orange hydroperoxide absorbance. Potency, µM (doses to about 108 µM), without a hit: at the top dose activity change, negative = inhibition, usual class: inhibitors. 580,000 compounds, 1.1% hits. AID 1671190, 2021; also: potency is read from the fitted curve at half-maximal effect; % is scaled to controls: 0 for no effect and ±100 for the full control effect
Target sequence (P18054 whole entry, looked up): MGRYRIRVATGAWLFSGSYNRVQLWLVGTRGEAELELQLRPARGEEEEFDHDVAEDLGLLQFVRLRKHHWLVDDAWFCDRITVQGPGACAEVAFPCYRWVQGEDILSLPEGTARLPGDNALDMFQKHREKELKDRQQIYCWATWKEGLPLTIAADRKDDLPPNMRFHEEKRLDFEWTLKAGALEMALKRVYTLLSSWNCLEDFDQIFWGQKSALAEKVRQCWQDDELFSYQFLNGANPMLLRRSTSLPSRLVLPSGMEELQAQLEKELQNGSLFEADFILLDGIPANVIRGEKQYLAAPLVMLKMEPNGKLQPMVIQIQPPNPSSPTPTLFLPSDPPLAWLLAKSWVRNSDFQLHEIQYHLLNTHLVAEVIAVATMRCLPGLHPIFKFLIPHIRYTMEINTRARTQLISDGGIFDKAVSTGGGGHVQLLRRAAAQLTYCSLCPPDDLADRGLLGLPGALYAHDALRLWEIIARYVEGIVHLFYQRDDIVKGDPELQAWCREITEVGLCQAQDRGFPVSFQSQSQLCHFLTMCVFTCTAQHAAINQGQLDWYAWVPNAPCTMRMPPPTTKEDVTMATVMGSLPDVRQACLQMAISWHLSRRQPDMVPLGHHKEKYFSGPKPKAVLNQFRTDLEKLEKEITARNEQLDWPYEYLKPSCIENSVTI
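Hydroperoxide product was detected by ferrous iron/xylenol orange as the 573 to 405 nm absorbance ratio. Arachidonic acid at 40 uM (final) was turned over for 30 min at room temperature by 150 nM human 12hLO, pH 7.0 Hepes buffer, after 15 min compound preincubation.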
RGS4 inh – Inhibitors of Regulator of G Protein Signaling (RGS) 4: qHTS. AID 504845, 2011. Transcreener GDP fluorescence polarization, RGS4-accelerated GTP hydrolysis. Regulator of G-protein signaling 4 (Homo sapiens), P49798. Potency, µM (titrated, usually from 114 µM), for the others: top-dose activity change, negative = inhibition, most hits filed as inhibitors. 390,000 compounds, 0.039% hits; also: potency is read from the fitted curve at half-maximal effect; % is scaled to controls: 0 for no effect and ±100 for the full control effect; nearly all actives have a fitted effect of over 75% in size; some results filed as inactive show a strong effect at the top dose
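MLSMR compounds (23 nl, pin-transferred) preincubated 10 min at room temperature with a 500nM (2x) first reagent, then RGS4 at 900nM (2x) plus Transcreener GDP mix added; fluorescence polarization (620/688 nm) read before and after 90 min at 30 °C.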
BAZ2B inh – qHTS Assay for Inhibitors of BAZ2B; Bromodomain adjacent to zinc finger domain protein 2B (Homo sapiens), Q9UIF8; AlphaScreen BAZ2B-H3K14Ac peptide displacement; Potency, µM (series often up to 114 µM), for the others: at the highest dose activity change, negative = inhibition, usual class: inhibitors; 360,000 compounds, 4.4% hits; AID 504333, 2011; also: potency is read from the fitted curve at half-maximal effect; % is scaled to controls: 0 for no effect and ±100 for the full control effect; nearly all actives have a fitted effect of over 60% in size
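Compounds, titrated to a top concentration of 110 uM, were incubated 30 min at room temperature with preformed BAZ2B/acetyl-K14 H3 peptide complex (50 nM each). Proximity signal was measured by AlphaScreen after 20 min with beads.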
The depositor's hits bear a star; ? = inconclusive; . = no result given; & = joins results of further samples; [ ] = remark or other dose. Unless noted, calls follow the shape of the dose curve; as a rule, active = well fitted curve in the direction sought with a large enough effect; inconclusive = small, poorly fitted or top-dose-only effect, or another doubt; inactive = no such curve, though single readings can be large; an effect the other way counts as inactive or inconclusive.

The line under a structure holds: G9a block, PI4K2A inh, HP1b binding inh, ERG-DNA inh, GLS inh, JMJD2A Tudor inh, 12-LOX inh, RGS4 inh, BAZ2B inh
- Cc1ccsc1/C=C1\CCc2ccccc2C1=O
→ -1.2%, -75.3*, 115.4%[activator], 0.8%, -8.4%, 44.3%[activator], 0.0%, -10.7%, 30.7%
- Cc1nc2cc(NS(=O)(=O)c3cccc(F)c3)ccc2s1
→ -27.4%, -5.8, 29.5%, -15.9%, -1.0%, 3.4%, ?, 1.1%, -32.6%
- Nc1n[nH]c(-c2cccc([N+](=O)[O-])c2)n1
→ 3.9%[59 µM], 1.0, 32.0%, 2.6%, 0.4%, 3.0%, 16.9%, -14.1%, 4.6%
- c1ccc(-c2cnc(CSc3ncnc4sccc34)o2)cc1
→ 14.1µM*, -0.3, 88.9%[activator], 1.4%, -0.6%, -1.4%, ?, ?, 5.3%
- FC(F)(F)c1ccccc1NC(=S)N1CCc2ccccc2C1
→ -9.1%, -5.0, 44.8%[activator], -2.4%, 2.8%, -11.5%, -13.3%, 7.0%[56.9 µM], -16.5%
- c1ccc(CSc2cc3ccccc3[nH]2)cc1
→ ., -1.4, 21.0%, -5.9%, 11.3%, 33.8%, ?, 6.7%, .
- COc1cccc(NC(=O)C(C)Oc2ccccc2)c1 (configuration not stated)
→ -0.4%[59 µM], 3.3, 18.7%, 3.5%, 16.1%, -9.1%, -19.7%, 24.9%, -3.8%
- O=S(=O)(Cc1ccc(Cl)cc1)N1CCN(Cc2ccc3c(c2)OCO3)CC1
→ 0.4%, 2.6, 13.7%, -0.1%, 1.2%, -7.6%, 0.0%, 7.0%, -9.1%
- CC[C@@]1(C(=O)OC)N[C@H](CN(C)C(=O)Nc2ccc(C(F)(F)F)cc2)[C@@H]2C(=O)N(Cc3ccccc3)C(=O)[C@@H]21
→ ., -0.4, 36.8%, 4.5%, -1.9%, 1.4%, -2.4%, -5.8%, .
- N#Cc1nc(COc2ccccc2)oc1N1CCCCCC1
→ 44.7µM*, -3.9, ?, 3.7%, 2.5%, ?, 15.8%&-8.8%, -3.5%, 35.5µM*
- O=C(NCCc1ccccc1)C1CCCN(S(=O)(=O)c2cccc3nonc23)C1 (configuration not stated)
→ -2.1%[59 µM], 7.1, 13.1%, 1.0%, 2.9%, -17.6%, 26.6%, 20.6%, 1.6%
- Cc1ccccc1-c1noc(-c2ccc(NC3CCCC3)c([N+](=O)[O-])c2)n1
→ ?, -10.1, 40.8%[activator], -1.5%, 2.2%, -11.6%, -9.9%, -17.4%, -22.7%
- CCOc1ccc(CCNC(=O)c2cnc3sc(N4CCCCC4)nn3c2=O)cc1
→ -1.5%[59 µM], -0.2, 21.7%, 0.1%, -11.5%, 4.5%, -3.0%, -20.2%, 2.3%
- CN(c1ccc(C(=O)NCCSCc2c(F)cccc2Cl)cc1)S(C)(=O)=O
→ ?, 5.5, 27.6%, 9.7%, 7.6%, -9.0%, -0.6%, -15.1%, 0.0%
- Cc1nc2sc3c(NCc4ccco4)ncnc3c2c2c1COC(C)(C)C2
→ ?, -14.6, 24.3%, 2.4%, -2.1%, -14.0%, 273.8%[activator], -36.4%, 1.0%
- Cc1[nH]n(-c2ccccc2)c(=O)c1/C=N/N1CCOCC1
→ ?, -6.0, 8.5%, -8.7%, 13.0%, -8.2%, ?, 18.8%, -34.3%
- O=S(=O)(Nc1ccc(S(=O)(=O)Nc2nccs2)cc1)c1ccc2c(c1)OCCO2
→ ?, 5.0, 12.5%, 4.8%, 6.2%, -12.8%, -3.5%, -31.3%, -13.7%
- O=C(c1ccc(Cl)c(Cl)c1)N1CCC(=O)N(C(COCc2ccccc2)Cc2ccccc2)CC1 (configuration not stated)
→ -23.0%, 0.7, 20.0%, 8.8%, -1.4%, -32.9%, ?, 0.8%, -9.6%
- COc1cc(C=NOC(=O)Nc2ccccc2)cc(OC)c1OC
→ ., -7.0, 2.0%, 5.6%, 1.8%, -15.9%, 2.9%, 5.1%, .
- Cc1nc(NC(=O)c2cncc(Br)c2)ccc1Br
→ -1.7%, -2.6, 15.0%, 5.0%, 5.2%, -6.2%, ?, -2.0%, -32.9%
- Cc1nn(CC(=O)N2CC(=O)Nc3ccccc32)c(C)c1[N+](=O)[O-]
→ -10.3%, -2.0, 26.9%, 2.8%, ?, 8.7%, -3.0%, 3.0%, -13.7%
- Cc1ccc(-c2cc(N)n(-c3ccccc3)n2)cc1
→ ?, -0.2, -12.6%, -9.5%, 4.0%, -12.1%, -5.5%, -12.1%, -0.6%[57.1 µM]
- O=C(Nc1cccc([N+](=O)[O-])c1)c1cc(S(=O)(=O)Nc2ccccn2)ccc1Cl
→ -5.4%, -4.7, 3.2%, 5.2%, 2.8%, -22.8%, -7.4%, 17.5%, -21.7%
- CCCn1c2ccc(/C(C)=N\O)cc2c2cc(/C(C)=N/O)ccc21
→ -12.2%, 3.1, -14.6%, 13.4%, 7.3%, -11.6%[11.4 µM], ?, -8.5%[11.4 µM], -8.6%
- COC(=O)c1cccc(C(=O)N2CCC(CCC(=O)NCc3ccc(F)cc3)CC2)c1
→ -0.7%, -4.2, 23.6%, -6.6%, 9.4%, -7.6%, -19.6%, 1.9%, 1.9%
- C=CCN1C(=O)NC2(CCCCC2)C1=O
→ 11.5%, 2.6, 33.8%, 4.7%, -0.3%, 17.3%[57.1 µM], 0.0%, 9.1%[11.4 µM], -5.0%
- COc1ccc(C(=O)Nc2ccc3c(c2)N(C)C(=O)c2ccccc2S3)cc1OC
→ -5.8%[59 µM], 0.2, 25.6%, -5.4%, -5.5%, -29.0%, -14.8%, -23.6%, -13.4%
- COc1ccc(/C=N/NC(=O)CN(c2ccc(OC)cc2)S(=O)(=O)c2ccccc2)cc1
→ ?, 2.5, 22.3%, -15.5%, 33.1%[activator], ?, -1.1%, ?, 0.1%
- O=C(NN1C(=O)C2C3c4ccccc4C(c4ccccc43)C2C1=O)C1CC1 (configuration not stated)
→ 26.1%, 2.9, 43.5%[activator], 11.2%, 12.3%, -8.4%, 5.2%, 0.9%, -20.1%
- Cc1ccccc1C(=O)Nc1cccc(C#N)c1
→ 11.3%[59 µM], 0.3, 64.9%, -1.0%, 0.5%, -7.5%, 0.0%, 0.6%, -2.7%
- CC(NC1CCCC1)c1ccccc1 (configuration not stated)
→ -12.7%, 2.7, 53.8%[activator], 15.6%, 5.3%, 5.2%[57.1 µM], 2.2%, -9.7%, -37.0%
- CC(=O)c1ccc(OCCn2cnc3ccccc32)cc1
→ 14.8%[59 µM], -1.7, 23.8%, 11.5%, 5.3%, -7.2%, 13.8%, 26.7%, -30.2%
- COc1ccc(-c2c(C#N)c(SCC(=O)Nc3ccc(C)c(C)c3)nc(C)c2C(=O)Nc2ccccc2)cc1OC
→ 1.7%[59 µM], -0.2, 8.1%, 0.0%, 7.3%, -18.6%, -27.9%, -6.7%, 1.5%
- O=S(=O)(NCC(c1ccco1)N1CCN(c2ccccc2F)CC1)c1ccc(F)cc1 (configuration not stated)
→ -11.0%[59 µM], 1.3, -8.1%, -9.2%, 2.7%, -28.2%, -16.9%, 17.2%, -27.7%
- CCN1CCN(CC(=O)Nc2ccc(Cl)c(Cl)c2)C(=O)C1=O
→ -5.7%, 5.7, 21.6%, 1.5%, 0.5%, -19.1%, ?, 14.0%, 8.0%
- COc1ccccc1CNC(=O)COC(=O)c1cccc(-n2cnnn2)c1
→ -5.2%[12.7 µM], -2.2, 42.3%[activator], 4.0%, -5.7%, 3.4%, 0.0%, -4.3%, -5.1%
- COCCCNC(=S)N(CCN(C)C)Cc1cc2cc3c(cc2[nH]c1=O)OCCO3
→ 35.5µM*, -0.7, 38.6%, -3.3%, -1.8%, 0.4%, -1.6%, -15.1%, -38.1%
- Cc1cccc(-c2noc(CCCC(=O)Nc3ccc(C(N)=O)cc3)n2)c1
→ 16.1%, -0.9, 32.3%, 4.0%, 2.7%, -19.9%, -29.2%, -7.0%, 2.3%
- CC(C)c1ccc(S(=O)(=O)N2CCN(C(=O)CN3C(=O)NC(C)(c4ccccc4)C3=O)CC2)cc1 (configuration not stated)
→ 0.3%, -0.9, 17.8%, 0.9%, 4.0%, -13.1%, -29.9%, -7.4%, -0.6%
- Cc1cccc(C)c1NC(=O)N1C2CCCC1CC(NC(=O)C(C)(C)C)C2 (configuration not stated)
→ 1.7%, 0.4, 45.4%[activator], 4.1%, -3.4%, -6.9%[57.1 µM], -5.0%, -5.2%[56.9 µM], -5.5%
- COc1ccc(C2CCCN2C(=O)Nc2ccc(Cl)cc2)cc1OC (configuration not stated)
→ 10.8%, -6.3, 30.3%, 11.7%, -0.8%, -12.1%, ?, -22.4%, 3.9%

Some of the compounds tested; count on the stated rates, not on these rows.
